Lipid storage S3 = qHTS Assay for Lipid Storage Modulators in Drosophila S3 Cells; Drosophila S3 cells, BODIPY lipid droplet fluorescence, 18-24 h; cells fed with added oleic acid; Potency in µM for hits, for the others lipid storage change, negative = inhibition, % at the top dose, mostly 46.1 µM; 320,000 tested, 0.64% active; AID 2685; active means well fitted inhibition curve with a large enough effect in the signal ratio, with a control signal flat, not every such curve was filed as active; inconclusive means small, poorly fitted or top-dose-only effect, or effect the other way, or a change in a side signal; the % refers to the signal ratio
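Laser-scanning cytometry quantifies lipid droplet accumulation (500–530 nm total intensity; droplet/cell object ratio) in oleic acid-fed (400 uM added) Drosophila S3 cells treated with a concentration series. 20 uM Triacsin C defined 100% inhibition.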
Lipid storage S3 cell count max = further read-out of Lipid storage S3, marked with its call; cell number change, %; measured here: cell count max response;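 cells counted by Cell Tracker Red CMTPX staining in the red channel; peak over a dose series mostly up to 46.1 µM; percent activity relative to internal control wells on each plate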
Numbers without * were called inactive; i = inactive; ? = inconclusive; . = not tested or not shown; [ ] = another dose, or the depositor's remark. On the % scale 0 is the no-effect control and ±100 the full control effect; potency means the concentration at half of the fitted maximal effect. The list is partial; count on the stated rates, not on these rows.

Sample of the layout, 2 compounds:
SMILES	Lipid storage S3	Lipid storage S3 cell count max
CC1CC(C)CN(C(=O)CSCC(=O)Nc2nc(-c3cccs3)cs2)C1 (stereo not given)	?	.
O=C(O)c1ccccc1C(=O)c1ccc2c(c1)N(Cc1ccc(Cl)c(Cl)c1)C(=O)CO2	8%[9.22 µM]	6

The list itself, from the first entry:
SMILES	Lipid storage S3	Lipid storage S3 cell count max
CC1CC(C)CN(C(=O)CSCC(=O)Nc2nc(-c3cccs3)cs2)C1 (stereo not given)	?	.
O=C(O)c1ccccc1C(=O)c1ccc2c(c1)N(Cc1ccc(Cl)c(Cl)c1)C(=O)CO2	8%[9.22 µM]	6
CCN1CCN(CC(=O)Nc2ccc(C(C)=O)cc2)CC1	17%	3
CN(C)C(=O)N1CCC(C(=O)NCc2ccccc2Cl)CC1	?	.
O=C(COC(=O)C1CC(=O)N(Cc2ccccc2)C1)c1ccc(Br)cc1 (stereo not given)	?	.
CC(=O)c1cc2c(cc1NC(=O)CCNC(=O)c1ccccc1Cl)OCO2	?	.
COC(=O)CCCC(=O)N1CCC(n2nccc2NC(=O)CCOc2ccccc2)CC1	?	.
O=C(Nc1ccccc1)c1cc([N+](=O)[O-])ccc1NCc1cccnc1	12%	0
CCCC(CCC)C(=O)O	0%	-3
CN(C)c1cccc2c(/C=N/O)ccc(N(C)C)c12	?	.
CCc1nnc(NC(=O)CC(=O)Nc2ccccc2C(=O)O)s1	-14%	-13
CSCCC(NC(=O)c1ccccc1)C(=O)OCC(=O)N(C)CCC#N (stereo not given)	-13%	20
Cc1nonc1OCCCNc1ccc([N+](=O)[O-])cc1Cl	?	.
O=C(/C=C/c1ccco1)N(Cc1ccccc1)C1CCS(=O)(=O)C1 (stereo not given)	21%	9
COc1cc(NC(=O)COc2cc(C)cc3oc(=O)c(C)c(C)c23)cc(OC)c1OC	?	.
Cc1ccc(NC(=O)c2ccc(NCCCN3CCC(C)CC3)c([N+](=O)[O-])c2)c(C)c1	?	.
N#C/C(=N\Nc1c(Cl)cccc1Cl)C(=O)NN	?	.
CCOC(=O)c1c(-c2ccccc2)oc2ccc(O)c(CN3CCOCC3)c12	4%	-24
Cc1ccc(CNc2nc(N)c([N+](=O)[O-])c(Nc3cccc(F)c3)n2)cc1	?	.
O=c1ccc2cc(S(=O)(=O)N3CCN(c4ccccc4F)CC3)ccc2o1	?	.
O=C(NC1CCCC1)c1cccc2c1C(=O)c1ccc(/C=C/c3ccccc3)cc1S2(=O)=O	?	.
COc1ccc(/C=N\NS(=O)(=O)c2ccc(Br)cc2)cc1COc1ccccc1[N+](=O)[O-]	-11%	-15
COc1ccc(CN2CCC(C)CC2)cc1OCc1ccccc1	9%	4
COc1ccc(C)cc1NC(=O)c1sc2nc(C)nc(N3CCOCC3)c2c1C	?	.
Cc1c(Cl)cccc1NC(=S)NCCC(C)C	i	.

The last three entries of the section before are carried over, then new ones follow.
SMILES	Lipid storage S3	Lipid storage S3 cell count max
COc1ccc(CN2CCC(C)CC2)cc1OCc1ccccc1	9%	4
COc1ccc(C)cc1NC(=O)c1sc2nc(C)nc(N3CCOCC3)c2c1C	?	.
Cc1c(Cl)cccc1NC(=S)NCCC(C)C	i	.
Cc1ccc(C(=O)Nc2ccc(N3CCN(S(C)(=O)=O)CC3)cc2)cc1	?	.
Cn1cc(CN2CCCC(CNS(=O)(=O)c3cccc4cccnc34)C2)cn1 (stereo not given)	?	.
Cn1ncc(C#N)c1NC(=O)C1CC(c2ccc(Cl)cc2)=NO1 (stereo not given)	13%	-13
Cc1ccc(S(=O)(=O)Nc2nc3ccc(S(=O)(=O)N4CCCC4)cc3s2)cc1	i	.
N#C/C(=C\c1ccc(F)cc1)C(=O)NC1CCS(=O)(=O)C1 (stereo not given)	?	.
CC(C(=O)NC1CCCC1)N(C(=O)c1snc(C(N)=O)c1N)c1ccc2c(c1)OCCO2 (stereo not given)	?	.
O=C(Cn1ccc(C(F)(F)F)n1)N/N=C/c1ccc(N2CCOCC2)cc1	?	.
Cc1ccc(OCC(=O)Nc2cnn(CCCC(=O)O)c2)c([N+](=O)[O-])c1	9%	.
CC(=O)c1cccc(NC(=O)CN2C(=O)c3cccnc3Oc3ccc(Cl)cc32)c1	?	.
CN(C)c1ccnc2sc(C(=O)c3ccc(Br)cc3)c(N)c12	?	.
Cc1cc(NC(=O)CCCSc2nc(-c3ccco3)cc(C(F)(F)F)n2)no1	?	.
CC1(C)Cc2ccccc2-c2nnc(-c3ccco3)n21	i	.
CC1(CCC(=O)N2CCCC(N3CCN(c4cccc(C(F)(F)F)c4)CC3)C2)CC1 (stereo not given)	?	.
O=C(CSc1nnnn1-c1ccccc1)NC(=O)Cc1ccccc1	?	.
CCO[C@@H]1OC(C(=O)NC2CC2)=C[C@H](c2csc3ccccc23)[C@H]1CCCO	-23%	0
O=c1c2c3c(sc2nc2n1CCCCC2)CCCCC3	i	.
CC(Oc1ccccc1)C(=O)N1CCN=C1SCc1cccc(F)c1 (stereo not given)	9%	.
O=C(CCCOc1ccccc1)NCCc1nc2ccccc2[nH]1	?	.
CNS(=O)(=O)c1cccc(C(=O)OCC(=O)c2cc(C)n(CC3CCCO3)c2C)c1 (stereo not given)	?	.
COc1ccc(OC)c(NC(=O)COc2coc(CN3CCc4ccccc43)cc2=O)c1	i[0.0737 µM]	-28
CCOC(=O)C1(CC2CCCCO2)CCN(Cc2nc(-c3cccs3)oc2C)CC1 (stereo not given)	-16%	-14
Cc1cccc(NS(=O)(=O)c2cc3c(cc2C)n(C)c(=O)c(=O)n3C)c1	?	.
CCN(C(=O)CN1C(=O)/C(=C/c2ccc(F)cc2)SC1=S)C1CCS(=O)(=O)C1 (stereo not given)	i	-3
O=C(O)C1CC=CCC1C(=O)c1ccccc1 (stereo not given)	i	.
FC(F)Oc1cccc2cccnc12	0%	-12
SMILES	Lipid storage S3	Lipid storage S3 cell count max
CCOC(=O)Cc1cnc(NC(=O)CSc2nc(N)cc(=O)[nH]2)s1	?	.
CC(C)CCNC(=O)NC(=O)CSc1nnc(-c2ccccc2F)n1N	?	.
COc1ccc(OCCSc2nnnn2C2CCCCC2)cc1	i	.
CCOC(=O)Cc1csc(NC(=O)CSc2nnc(-c3ccc(F)cc3)o2)n1	?	.
CCOC(=O)C1=C(O)/C(=C\c2cccc(OC)c2)N=C1C	?	.
CCn1c(SCC(=O)NC2CCCCC2)nnc1-c1ccccc1F	?	.
CCOC(=O)Cn1c(C)cc(=O)c2ccccc21	-9%	-6
Cc1cc(C)cc(C(=O)O/N=C(\N)c2ccc(Br)cc2)c1	?	.
O=C(Cc1ccccc1)Nc1ccc(NC(=O)c2cccnc2)cc1	-14%	-7
O=C(Nc1ccc(C(F)(F)F)cc1)c1ccc2ncsc2c1	6%	-10
O=C(Cn1c(=O)n(CC2CCCO2)c(=O)c2ccccc21)N1CCN(c2ccccc2)CC1 (stereo not given)	i	5
Cc1ccc(NS(=O)(=O)c2ccc3c(c2)NC(=O)CO3)cc1C	?	.
O=[N+]([O-])c1cccc(CSc2nc3ccccc3[nH]2)c1	14%	-2
Cc1c(N(C)S(=O)(=O)c2ccc(Cl)c(C(=O)N3CCC(C(N)=O)CC3)c2)c(=O)n(-c2ccccc2)n1C	i[0.0737 µM]	11
S=c1[nH]nc(-c2cccs2)n1/N=C/c1cccs1	?	.
CCCCC1CC1C(=O)Nc1ccc(OC)c(OC)c1 (stereo not given)	i	.
O=C1CC(c2ccccc2)CN1C(=O)c1ccccc1 (stereo not given)	15%	.
CC(C)C(=O)N(Cc1ccccc1)c1ccccn1	i	.
O=C(CCc1nnc2n(Cc3ccc(Cl)cc3)c(=O)c3ccccc3n12)NCCN1CCCC1	?	.
O=C(/C=C/c1ccccc1Cl)OCC(=O)c1ccc[nH]1	?	.
CC(=O)c1ccc(NC(=O)C(C)Sc2ccccn2)cc1 (stereo not given)	?	.
COc1ccc(CCC(=O)Nc2ncc(C)s2)cc1OC	?	.
O=C(N/N=C/c1ccoc1)c1ccc([N+](=O)[O-])cc1	-18%	-6
O=C(c1cc2ncc(Br)cn2n1)N1CCCCC1	-4%	-8
Cc1c(C(=O)Nc2ccc(N3CCOCC3)cc2)oc2ccccc12	?	.

Single values from the list.
CCOC(=O)c1c(-c2ccccc2)oc2ccc(O)c(CN3CCOCC3)c12 @ Lipid storage S3 cell count max: -24
O=C(Cc1ccccc1)Nc1ccc(NC(=O)c2cccnc2)cc1 @ Lipid storage S3: -14%

The listing continues.
SMILES	Lipid storage S3	Lipid storage S3 cell count max
CCNC(=S)N/N=C1\C(=O)c2cccc3cccc1c23	i	.
COc1ccc(NC(=O)/C(C#N)=C\c2ccc(N3CCOCC3)o2)cc1	?	.
Cc1nn(-c2ccc(F)cc2)c2nc(N)c(C#N)c(-c3ccc(O)c(O)c3)c12	?	.
Cc1ccc(NC(=O)c2cc(-c3ccc(C)o3)nc3ccccc23)cc1	-19%	23
CC(=C/C(=O)O)/C=C/c1ccc(Cl)o1	0%	9
Cc1cc(C(=O)Nc2nnc(C(F)(F)F)s2)no1	?	.
O=C(N=C1SCC(=O)N1c1ccccc1)c1ccco1	?	.
COc1cccc(NC(=O)NC2(C(=O)N3CCC(O)CC3)CCCCC2)c1	?	.
CCCn1c(SCC(=O)Nc2nnc(CC)s2)nc2c1c(=O)n(C)c(=O)n2C	?	.
Cc1ccc(NC(=O)COc2ccc(C3SCCS3)cc2)cc1	?	.
COc1ccccc1/C=C/C(=O)Nc1cccnc1Cl	i	15
CCC1CCCCN1CCCNC(=O)CNC(=O)c1nn(-c2ccc(OC)cc2)c(=O)c2ccccc12 (stereo not given)	?	.
Cc1nc(SCC(=O)NCc2ccccc2)c2c(=O)n(C)c(=O)n(C)c2n1	?	.
COCC1CCCN(C(=O)c2ccc3nc(Cc4cccc(Cl)c4)oc3c2)C1 (stereo not given)	?	.
CCOC(=O)/C(C#N)=N/Nc1c(S(=O)(=O)Cc2ccco2)csc1C(=O)OC	-2%	-9
CCC(=O)N1CCc2cc(S(=O)(=O)NCCC(=O)N3CCc4ccccc4C3)ccc21	?	.
O=C(c1cccc([N+](=O)[O-])c1)c1ccccn1	19%	-14
CN(CC(=O)Nc1ccc(N2CCOCC2)cc1)C(=O)CSc1ccc(F)cc1	i	.
CNC(=S)N(CCc1c(C)[nH]c2ccc(OC)cc12)Cc1cc(OC)c(OC)c(OC)c1	?	.
Cc1ccc(S(=O)(=O)N(Cc2c(F)cccc2Cl)C(=O)N2CCN(C)CC2)cc1	-11%[0.0737 µM]	-9
O=C(NC1CCCC1)C(c1ccc(N2CCOCC2)cc1)N(Cc1ccco1)C(=O)c1ccco1 (stereo not given)	14%	5
CCOCCCN1CC(=O)N2[C@@H](Cc3c([nH]c4ccccc34)C2(C)C)C1=O	-13%	-16
CC(C)OC(=O)c1c(-c2ccc(C(C)C)cc2)csc1NC(=O)C1CCCO1 (stereo not given)	?	.
Cc1ccc2[nH]c3c(N4CCN(Cc5ccccc5)CC4)ncnc3c2c1	?	.
O=C(c1ccc([N+](=O)[O-])cc1[N+](=O)[O-])n1cnc2ccccc21	?	.
SMILES	Lipid storage S3	Lipid storage S3 cell count max
CSc1ncccc1C(=O)OCC(=O)c1ccc(S(=O)(=O)N2CCCCC2)cc1	?	.
CCOc1ccc(OCCOCCN2CCCC2)cc1	-18%	4
CCOC(=O)C1CCCN(C(=O)c2ccc(S(=O)(=O)NCc3ccco3)cc2)C1 (stereo not given)	?	.
COC(=O)c1nn(-c2cccc(C)c2)c2nnc(Cc3ccccc3)c(=O)n12	4%	15
Cc1ccc2nc(SCC(=O)NCCCN3CCCC3=O)[nH]c2c1	?	.
CC1CCc2sc(C(=O)OC(C)C(=O)Nc3ncc(Cl)cc3Cl)cc2C1 (stereo not given)	i	3
Cc1cc(C)c(OCCCNC2CCCC2)c(Br)c1	0%	1
Cn1ncc2c(Nc3ccc([N+](=O)[O-])cc3)nc(Cl)nc21	-2%	-3
CC(C)(C)NC(=O)COC(=O)c1snc(C(=O)NC2CCCCC2)c1N	?	.
Cc1noc(C)c1CC(=O)Nc1ccc2c(c1)OCO2	?	.
COc1ccc(N=C2C(=O)Nc3c(C)cccc32)cc1	?	.
Cc1ccc(Nc2nc(N)nc(CSc3nc(C)cc(C)n3)n2)cc1	?	.
O=C(CCn1c(=O)[nH]c2ccsc2c1=O)N1CCc2ccccc2C1	i	.
N=C(N)SCc1cccc2ccccc12	?	.
CCN1CCN(C(c2ccccc2OC)c2nnnn2C2CCCCC2)CC1 (stereo not given)	i	12
Cc1sc2nc(CSC(C)C(=O)Nc3cc(S(C)(=O)=O)ccc3Cl)[nH]c(=O)c2c1C (stereo not given)	?	.
Cc1ccc(-c2cc(C(F)(F)F)c(C#N)c(=O)[nH]2)cc1	?	.
Cc1ccccc1CN1[C@@H](CC2CCCCC2)COCCS1(=O)=O	-20%	-12
CC(=O)c1cnc2c(-c3ccccc3)cnn2c1C	-12%	2
Cc1c(O)ccc(/C=N/Nc2nc(-c3cccnc3)nc3ccccc23)c1O	?	.
COC(=O)c1sc(S(=O)(=O)NC(C)C(=O)O)c(C(=O)OC)c1C (stereo not given)	3%	.
COC(=O)c1ccc(-c2n[nH]c(=O)c3ccccc23)cc1	8%	0
O=C(Nc1nnc(Cc2ccc(Cl)cc2)s1)c1cccs1	?	.

An excerpt from above in order of the Lipid storage S3 value, low to high:
molecule | Lipid storage S3
Cc1ccccc1CN1[C@@H](CC2CCCCC2)COCCS1(=O)=O | -20%
CCOc1ccc(OCCOCCN2CCCC2)cc1 | -18%
COC(=O)c1ccc(-c2n[nH]c(=O)c3ccccc23)cc1 | 8%

High-throughput results from PubChem BioAssay.
